T cruzi intra = inhibitors of intracellular Trypanosoma cruzi, primary screen, cell-based, plate reader, single point, set 2 | activity score (inhibition), % at 5.01 µM | hit rate 4.9% among 22,000 | intracellular Trypanosoma cruzi in host cells; in the data active = activity score above about 55%;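 note: parasites and compound incubated about four days before reading; 0% = median of neutral control wells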
INS-1E rescue = protection of INS-1E cells from cytokine death, primary screen, ATP luminescence, single point; INS-1E cytokine-induced death, 48 h; normalised: neutral wells 0, positive control 100; protection from cytokine-induced ATP loss, % at 10 µM; hit rate 0.1% among 20,000;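 active = mean replicate protection from cytokine-induced ATP loss at least 50% and at least 75% of replicates each reaching 50%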
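Material: INS-1E rat cells; Quantity: 8000 cells/well; Buffer or medium: phenol-red-free RPMI with 5% fetal bovine serum; Probe or stimulus: cytokine cocktail of IFN-γ, TNF-α and IL-1β; Compound dosing: single test concentration per compound, delivered by pin transfer; Incubation: 48 h co-treatment, 10 min post-lysis read; Signal: CellTiter-Glo luminescence.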
Starred values were filed as active, the others as inactive; · = not tested or not shown. Not all compounds are listed; the hit share may differ from the screen's.

Results follow in this order: T cruzi intra, INS-1E rescue
> Cc1ccc(OC(=O)N(C)C[C@H]2OCc3cnnn3CCCC(=O)N([C@@H](C)CO)C[C@@H]2C)cc1
    -1, 10
> COc1ccc(OC(=O)N(C)C[C@@H]2OCc3cnnn3CCCC(=O)N([C@H](C)CO)C[C@H]2C)cc1
    -20, ·
> C[C@@H]1CN([C@@H](C)CO)C(=O)CCCn2nncc2CO[C@@H]1CN(C)C(=O)Oc1ccc2ccccc2c1
    8, ·
> C[C@@H]1CN([C@@H](C)CO)C(=O)CCCn2nncc2CO[C@@H]1CN(C)C(=O)Oc1cccc2ccccc12
    -12, ·
> C[C@@H]1CN([C@H](C)CO)C(=O)CCCn2nncc2CO[C@H]1CN(C)C(=O)Oc1ccc2ccccc2c1
    -1, ·
> Cc1ccc(OC(=O)N(C)C[C@@H]2OCc3cnnn3CCCC(=O)N([C@@H](C)CO)C[C@@H]2C)cc1
    32, ·
> C[C@H](CO)N1C[C@H](C)[C@@H](CN(C)C(=O)Oc2ccc3ccccc3c2)OCc2cn(nn2)CCCC1=O
    -14, ·
> Cc1ccc(OC(=O)N(C)C[C@@H]2OCc3cnnn3CCCC(=O)N([C@H](C)CO)C[C@@H]2C)cc1
    13, ·
> C[C@H]1CN([C@@H](C)CO)C(=O)CCCn2cc(nn2)CO[C@@H]1CN(C)C(=O)Oc1ccc2ccccc2c1
    -25, ·

In a second layout: two of the compounds above.
molecule,T cruzi intra,INS-1E rescue
Cc1ccc(OC(=O)N(C)C[C@@H]2OCc3cnnn3CCCC(=O)N([C@@H](C)CO)C[C@@H]2C)cc1,32,·
C[C@H](CO)N1C[C@H](C)[C@@H](CN(C)C(=O)Oc2ccc3ccccc3c2)OCc2cn(nn2)CCCC1=O,-14,·

Single records (already shown). Order of screens: T cruzi intra | INS-1E rescue
C[C@@H]1CN([C@@H](C)CO)C(=O)CCCn2nncc2CO[C@@H]1CN(C)C(=O)Oc1ccc2ccccc2c1 in the list: 8 | ·
C[C@@H]1CN([C@H](C)CO)C(=O)CCCn2nncc2CO[C@H]1CN(C)C(=O)Oc1ccc2ccccc2c1 in the list: -1 | ·
Cc1ccc(OC(=O)N(C)C[C@@H]2OCc3cnnn3CCCC(=O)N([C@H](C)CO)C[C@@H]2C)cc1 in the list: 13 | ·
